# Mdm2 ligase inh = MDM2-luciferase reporter signal enhancers, primary screen, MDM2 E3 ligase inhibitor project, cell-based, luminescence, 1536-well | E3 ubiquitin-protein ligase Mdm2 (Homo sapiens), Q00987 | cell-based MDM2 ubiquitination luciferase reporter, 2 h; 0 = plate control, 100 = twice control, blank-subtracted | 210,000 compounds, 0.11% hits | signal enhancement, % at 5 µM;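 active = signal enhancement of 30% or more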;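 note: luminescence tracks abundance of the self-degrading MDM2-luciferase fusion protein; higher signal means inhibition of MDM2 E3 ligase activity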
#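 Buffer or medium: Cells held in DMEM | Assay system: Stable mammalian line carrying autodegrading MDM2–luciferase fusion reporter | Quantity: 2000 cells/well | Times: 4 h settle plus 2 h compound, 37 °C | Doses: One concentration, 5 µM, with 0.2% DMSO | Technique: Luminescence with SteadyLite reagent, 15 min at room temperature | Benchmarks: Plate controls and plate blanks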
# BaF3 parental = parental Ba/F3 cell viability inhibition, counter-screen for JAK2V617F inhibitor project, murine pro-B, CellTiter-Glo luminescence; CellTiter-Glo ATP luminescence; inhibition, % at 5.6 µM; 220,000 compounds, 1.1% hits;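 active = inhibition above a per-campaign cutoff, the mean inhibition of all tested compounds plus 3 SD, cut at about 27% in these data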;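 note: 0% = DMSO wells and 100% = JAK Inhibitor I control wells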
# Wee1 stabilizer = Wee1 degradation inhibitors, primary screen, cell-based, HeLa, Wee1K328M-luciferase, luminescence; HeLa Luc-Wee1K328M stability; 100% = proteasome inhibitor MG132 effect; reporter increase, % at 5 µM; 220,000 compounds, 1.2% hits; AID 1321, 2008;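 active = activation above the mean of all tested compounds plus 3 SD, set per screening run, cut at about 8.8% in these data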;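 note: cells exposed to compound for 20 h before luminescence read; 0% = DMSO alone and 100% = MG132 at 30 µM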
# Target sequence (P30291 whole entry K328M): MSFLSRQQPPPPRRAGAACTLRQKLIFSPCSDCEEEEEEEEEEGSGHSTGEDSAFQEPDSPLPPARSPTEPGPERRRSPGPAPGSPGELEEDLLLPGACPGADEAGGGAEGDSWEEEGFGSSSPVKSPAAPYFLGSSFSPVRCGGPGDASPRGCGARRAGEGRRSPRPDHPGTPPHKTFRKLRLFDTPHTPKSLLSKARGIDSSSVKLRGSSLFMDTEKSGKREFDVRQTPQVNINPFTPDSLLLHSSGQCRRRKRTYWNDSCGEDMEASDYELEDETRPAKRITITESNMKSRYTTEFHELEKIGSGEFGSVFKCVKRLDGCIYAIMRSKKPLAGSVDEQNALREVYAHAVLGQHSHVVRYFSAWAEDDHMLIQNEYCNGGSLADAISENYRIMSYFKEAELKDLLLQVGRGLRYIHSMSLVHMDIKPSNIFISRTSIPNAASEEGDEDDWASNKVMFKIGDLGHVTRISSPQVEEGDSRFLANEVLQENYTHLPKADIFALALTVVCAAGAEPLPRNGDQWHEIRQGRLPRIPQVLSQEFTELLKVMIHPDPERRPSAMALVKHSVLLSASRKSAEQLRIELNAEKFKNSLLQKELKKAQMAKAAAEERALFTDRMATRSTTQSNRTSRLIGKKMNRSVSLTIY
# S1P4 agonist = S1P4 receptor agonists, primary screen, cell-based; S1P4-expressing cell line, agonist reporter assay; activation, % at 4.98 µM; 220,000 compounds, 0.35% hits; AID 1509, 2009; in the data active = activation above about 11%;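 note: 0% = DMSO vehicle and 100% = reference agonist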
# Target sequence (O95977 whole entry, looked up): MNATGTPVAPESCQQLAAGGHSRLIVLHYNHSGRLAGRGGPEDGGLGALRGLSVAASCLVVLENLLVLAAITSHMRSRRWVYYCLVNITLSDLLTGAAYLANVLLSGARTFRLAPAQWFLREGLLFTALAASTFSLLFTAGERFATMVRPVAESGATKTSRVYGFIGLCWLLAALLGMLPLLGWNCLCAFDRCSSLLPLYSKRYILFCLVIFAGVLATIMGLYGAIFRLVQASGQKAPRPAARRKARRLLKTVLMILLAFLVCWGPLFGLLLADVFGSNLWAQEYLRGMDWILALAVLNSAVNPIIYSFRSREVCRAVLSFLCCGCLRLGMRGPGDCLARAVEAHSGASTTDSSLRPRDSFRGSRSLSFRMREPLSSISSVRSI
# Ba/F3 V617F tox = reduced viability of JAK2V617F-dependent Ba/F3 cells, primary screen, JAK2V617F inhibitor project, cell-based, Ba/F3 EpoR-JAK2V617F, luminescence | ATP luminescence | inhibition, % at 5.6 µM | 220,000 compounds, 1.1% hits;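 active = inhibition above the campaign mean plus 3 SD over all tested compounds, cut at about 24% in these data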;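 note: cytokine-independent growth of Ba/F3 cells driven by EpoR plus mutant JAK2; 0% = DMSO-treated cells and 100% = JAK inhibitor I control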
# PERK inh = block of dimerizer-induced PERK translation repression, primary screen, PERK inhibitor project, CHO PERK-DD cells, SEAP luminescence, HTS; Eukaryotic translation initiation factor 2-alpha kinase 3 (Homo sapiens), Q9NZJ5; CHO PERK-DD fusion, SEAP luminescence translation reporter; inhibition, % at 5.6 µM; 220,000 compounds, 0.17% hits;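 active = inhibition above the mean inhibition of all tested compounds plus 3 SD, set separately per screening campaign, cut at about 2.9% in these data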;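 note: PERK kinase domain activated by AP20187 dimerizer at 100 nM; 0% = DMSO with dimerizer and 100% = rapamycin at 8.4 µM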
# eIF4E 4G PPI = eIF4E–eIF4G protein interaction inhibitors, primary screen, biochemical, uHTS, TR-FRET, eIF4GI fragment; TR-FRET eIF4E-eIF4GI(517-606) binding, 2 h; inhibition, % at 21.7 µM; 220,000 compounds, 0.37% hits; AID 782, 2007;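 active = inhibition above about 30%, limit read from the data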;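 note: 0% = full FRET control wells and 100% = background wells lacking eIF4GI fragment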
# S1P4 antagonist = S1P4 receptor antagonists, primary screen, cell-based; Sphingosine 1-phosphate receptor 4 (Homo sapiens), O95977; S1P4-expressing cells, antagonist mode, reporter read-out; inhibition, % at 4.98 µM; 220,000 compounds, 0.26% hits; in the data active = inhibition above about 29%;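 note: 0% = wells stimulated with agonist and 100% = vehicle wells without agonist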
# NPY2 pot ag = NPY-Y2 potentiators or agonists, primary screen, cell-based; cells expressing NPY-Y2, potentiator/agonist read-out; activation, % at 3.6 µM; 220,000 compounds, 0.45% hits; AID 1359, 2008; in the data active = activation above about 27%;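 note: cells stimulated with NPY near EC25 plus isoproterenol at EC100; 0% = vehicle plus submaximal agonist and 100% = vehicle plus saturating agonist; some results beyond the cut were filed as inactive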
# * marks the source's active call; other numbers are inactive results; . = no result given; [ ] = another dose, or the depositor's remark.
SMILES,Mdm2 ligase inh,BaF3 parental,Wee1 stabilizer,S1P4 agonist,Ba/F3 V617F tox,PERK inh,eIF4E 4G PPI,S1P4 antagonist,NPY2 pot ag
COc1cccc(C(=O)N2CCN=C2SC)c1,-11,4,-3,0.8,-1,1.0,-1,-1,9
Cc1ccc(S(=O)(=O)Nc2c(C)n(C)n(-c3ccccc3)c2=O)cc1C(=O)NCc1ccccn1,16,0,-2,-0.5,-2,1.6,84*,5,13
Cc1ccc(S(=O)(=O)c2ccc(-n3nc(C)cc3N)cc2)cc1,-14,10,-3,0.7,2,-0.4,-2,-5,0
Clc1ccc(C2=Nn3c(nnc3-c3n[nH]c4c3CCC4)SC2)cc1Cl,-8,4,-1,-0.5,5,-1.4,0,-9,-30
CCOc1ccc(CNC(=S)N/N=C/c2cccnc2)cc1,5,7,-2,-1.1,3,0.6,-3[fluorescence artefact?],-8,-4
COC(=O)c1sccc1NC(=O)CSc1ccc(Cl)cc1,-16,4,-4,0.7,1,1.6,-1,12,-24
O=C(Nc1ccccc1)Nc1nnc(Cc2ccc([N+](=O)[O-])cc2)s1,19,6,5,-2.2,0,-0.2,2,-6,-3
CCOc1ccc(C2C(C(=O)O)CCC(=O)N2C2CCCCC2)cc1 (stereo not drawn),-6,5,1,0.5,1,0.3,-3,-3,6
CCN(CC)CCN(Cc1cc2cccc(C)c2[nH]c1=O)C(=S)Nc1ccccc1,5,4,-2,-0.8,-4,0.5,-2,-20,1
COc1cc([N+](=O)[O-])ccc1NC(=O)COC(=O)c1ccc(NC(N)=O)cc1,.,0,1,-0.6,-3,0.3,-4,9,1
CC(C)Cc1nc2n[nH]c(N)c2c2c1COC(C)(C)C2,-8,6,-1,-0.2,2,-1.5,1,-8,-13
CN(C(=O)Nc1ccccc1)C1CCS(=O)(=O)C1 (stereo not drawn),10,8,1,-0.1,1,1.5,-2,-18,-4

# Retrieved by compound from above, 2 records:
SMILES,Mdm2 ligase inh,BaF3 parental,Wee1 stabilizer,S1P4 agonist,Ba/F3 V617F tox,PERK inh,eIF4E 4G PPI,S1P4 antagonist,NPY2 pot ag
CCN(CC)CCN(Cc1cc2cccc(C)c2[nH]c1=O)C(=S)Nc1ccccc1,5,4,-2,-0.8,-4,0.5,-2,-20,1
CCOc1ccc(CNC(=S)N/N=C/c2cccnc2)cc1,5,7,-2,-1.1,3,0.6,-3[fluorescence artefact?],-8,-4

# Other structures follow.
SMILES,Mdm2 ligase inh,BaF3 parental,Wee1 stabilizer,S1P4 agonist,Ba/F3 V617F tox,PERK inh,eIF4E 4G PPI,S1P4 antagonist,NPY2 pot ag
O=C(CSc1nnc(NC(=O)C2CC2)s1)NCc1cccs1,-3,-1,1,0.5,-3,0.2,-2,-28,12
COc1ccc2oc(C(=O)C3CC3)c(N)c2c1,-20,8,9.6*,-3.1,-1,1.1,8,18,19
N#Cc1cccc(NC(=O)COc2ccc(-n3ccnc3)cc2)c1,-2,3,-1,1.5,-1,1.4,4,-3,-8
Cc1ccc(S(=O)(=O)N2CCCCCC2)cc1[N+](=O)[O-],0,0,6,1.6,-2,0.4,4,-35,-8
O=[N+]([O-])c1cccc(-n2nnnc2CNCc2ccccc2)c1,-6,3,-2,0.6,-2,0.4,-2,-8,-4
O=C(NC(c1ccccc1)c1c(O)ccc2ccccc12)c1ccccc1Cl (stereo not drawn),0,5,1,-0.1,1,0.7,-7,-21,-1
c1ccc(-c2nnc3sc(-c4ccncc4)nn23)cc1,-5,3,1,2.1,1,-0.1,-9,-10,1
CCOC(=O)CSC1=Nc2ccccc2C2=NC(CC(=O)NCc3ccc4c(c3)OCO4)C(=O)N12 (stereo not drawn),2,6,2,72*,-1,1.1,-9,10,-3
O=C(Nc1cc(S(=O)(=O)N2CCCCC2)ccc1N1CCCCC1)c1ccncc1,.,-11,-1,0.3,-4,1.1,-12,-1,7
CCOC(=O)c1ccc(Nc2cc(C)nc3ncnn23)cc1,-24,-2,3,1.9,-1,1.3,-1,6,2
COc1ccc(NC(=S)NNC(=O)c2ccc(S(=O)(=O)N3CCOCC3)cc2)cc1,-6,8,5,2.8,3,0.3,-4,-15,-6
COc1ccc(NC(=O)Nc2ccc3nsnc3c2)cc1,-15,4,3,-2.9,4,0.6,0,-12,5
Cc1c(Cl)cccc1NC(=S)NC1CCN(Cc2ccccc2)CC1,-15,6,-2,0.1,0,-1.2,-1,-22,-4
O=C(c1ccccc1NS(=O)(=O)c1ccc(F)cc1)N1CCc2ccccc21,25,5,0,1.3,-3,0.2,19[fluorescence artefact?],-11,8
O=C(CSCc1ccccc1Br)N/N=C/c1ccc(OCC(=O)N2CCCCC2)cc1,-15,6,-1,1.3,-1,-0.2,1,-8,-4
N=C1C(c2ccccc2)=C(O)CN1c1cccc(O)c1,-6,-3,2,-0.2,2,0.6,3,5,8
Brc1ccc(OCc2nnc(SCC3CCCCC3)o2)cc1,-5,2,-2,0.1,4,0.5,3,-7,-7
COCCNC(=O)CCn1c(=O)oc2ccccc21,-10,3,-1,-0.2,3,0.3,6[fluorescence artefact?],-22,-15
O=C(O)c1ccc(COc2ccc(Cl)cc2)o1,-28,2,1,0.6,0,0.8,-2,-1,-13
Cc1ccc2nc(Cl)c(CN(Cc3cccs3)C(=O)C3CC3)cc2c1,7,-4,-2,-1.3,-1,-0.1,2,-4,-12
CCOC(=O)c1c(C)[nH]c(C)c1C(=O)CSc1nnc(N)s1,-1,7,-1,0.0,4,0.6,2,6,-5
CC(=O)Nc1cc2c(cc1NC(=O)Cn1nc(-c3ccccc3F)ccc1=O)OCCO2,-8,2,-1,-0.8,0,0.8,-7,7,0
CCOC(=O)C1CCN(C(=O)Nc2ccc3oc(C)nc3c2)CC1,-13,5,2,-0.4,5,-0.7,0[fluorescence artefact?],-25,3
O=C(COc1ccc(Br)cc1)Nc1ccccc1N1CCCC1,-15,2,4,-0.3,1,-0.3,-3,-14,-23
CCN(CC)CCNC(=O)c1ccc2c(=O)n(CCc3ccccc3)c(=O)[nH]c2c1,-15,4,-2,2.3,1,-0.6,8,-15,11
COc1ccc(C(=O)OCCOc2ccccc2C(C)=O)c(O)c1,-1,5,3,2.3,4,0.4,7,-27,-10
COc1c(S(=O)(=O)N2CCCC2)ccc(Cl)c1Cl,-9,0,0,-0.1,1,-0.4,-6,8,13
COc1cc(C2=NOC(C(=O)Nc3ccc(C)cc3)C2)cc(OC)c1OC (stereo not drawn),-19,7,-2,0.3,1,-0.4,5,-10,-13
CN(C)c1ccc(NC(=O)COC(=O)c2cc(Cl)ccc2[N+](=O)[O-])cc1,7,3,-2,1.2,0,1.3,9[fluorescence artefact?],3,0
O=C(NC1CCCC1)C(c1ccccn1)N(C(=O)c1csnn1)C1CC1 (stereo not drawn),-5,-1,3,0.2,-6,-0.2,-8,3,27
Cc1nnc(N/N=C/C(C)c2ccccc2)[nH]c1=O (stereo not drawn),-5,-4,3,0.2,0,0.2,-1,18,2
COc1cc2c(cc1NC(=O)COC(=O)c1ccccc1)oc1ccccc12,-7,6,2,1.3,-1,0.5,0,-6,-3
O=C(O)c1ccc(Cn2cnc3sc4c(c3c2=O)CCCC4)cc1,-36,7,-3,0.3,0,-0.5,3,-27,-4
O=C1/C(=C/c2ccncc2)Oc2cc(OS(=O)(=O)c3ccccc3)ccc21,13,-3,-3,3.6,2,-0.6,1,15,7
COCCCNC(=O)COc1cc(C)c(Cl)c(C)c1,-12,4,0,-0.8,0,-0.4,-6,-7,-4
C=CCn1c(CC(=O)Nc2cccc(OC)c2)nnc1SCC(=O)NC1CCCCC1,-8,2,0,1.9,-1,-0.2,5[fluorescence artefact?],-13,-6
O=C(O)c1ccccc1/C=N/NC(=O)C1CCCCC1,.,-7,-3,-0.1,-5,1.2,-5,-3,0
O=C(O)c1ccc(COCC(F)(F)C(F)F)o1,6,2,1,2.2,3,-0.9,-2,-14,-9
O=C(Nc1ccccc1)c1cccc(C(F)(F)F)c1,-9,6,-1,2.0,2,0.6,1,-11,-5
O=C(Cn1nc(-c2ccccc2)ccc1=O)N1CCOCC1,.,7,-1,-1.1,-6,0.1,.,2,-6
Cc1ccc2occ(C3NC(C(=O)O)CS3)c(=O)c2c1 (stereo not drawn),-1,7,0,0.4,-2,-0.9,13,-18,0
O=C(CSc1nc2ccc(S(=O)(=O)N3CCOCC3)cc2[nH]1)N1CCOCC1,-17,1,1,2.5,3,-1.7,2,1,-1
CCOC(=O)CSc1nnc(CNc2ccc(Cl)cc2)n1Cc1ccccc1,5,3,0,1.5,3,0.2,1,-7,-15
Oc1ccc2n[nH]nc2c1,-6,2,4,1.3,3,-0.4,3,7,-4
Cn1c(SCC(=O)N2CCOCC2)nnc1-c1cccc(NC(=O)c2ccccc2)c1,-10,3,-2,1.5,0,0.5,0,-21,-3
Cc1ccccc1C(=O)c1c[nH]c(C(=O)NCc2ccco2)c1,-13,1,-2,0.0,-4,-0.5,3,-7,-1
CCC(=O)c1ccc(OCC(=O)c2ccc3c(c2)NC(=O)CO3)cc1,-2,-1,1,-0.8,-3,0.6,-1,-5,8
NC(=O)c1ccc2c(c1)OCCO2,-18,3,-1,-0.3,2,-0.1,-2,3,-10
CCCCNC(=S)Nc1ccc(C(F)(F)F)cc1,-2,5,3,2.3,-1,0.5,-6,-20,3
Cc1ccc2nsnc2c1S(=O)(=O)Nc1cccc2nsnc12,-7,0,-2,-0.5,-5,0.2,9,-2,4
O=C(Cn1cnc([N+](=O)[O-])c1)NC1CCCC1,8,5,4,1.5,-5,0.9,20,-4,14
COc1ccccc1C1=Nn2c(nnc2C2CCCCC2)SC1,-16,10,-3,0.3,3,0.1,6,-12,2
O=C(Nc1ccc(C(=O)Oc2ccccc2)c(O)c1)c1ccccc1,-15,2,-2,-0.4,-1,1.1,-1,-22,-7
CC1=CC(C)(C)N(C(=O)CSc2nnc(N)s2)c2ccccc21,-14,5,3,-0.1,3,0.2,-3,4,7
O=c1c2ccccc2[nH]c(=S)n1CCN1CCc2ccccc2C1,.,0,0,1.9,-2,1.0,-11,2,-1
C=CCn1c(-c2sccc2C)n[nH]c1=S,-4,6,-2,0.8,-4,1.0,4[fluorescence artefact?],-14,-5
CC(=O)Nc1ccc(Oc2cc(C#N)c(C#N)cc2N2CCCCCC2)cc1,-18,8,2,2.9,2,-0.3,6,-5,-21
O=C(O)c1cccc(-c2ccc(/C=N/n3cnc4sc5c(c4c3=O)CCCC5)o2)c1,-12,2,4,0.8,-6,1.1,2,2,4
